ARNT TACC3 PPI: disruptors of human ARNT/TACC3 interaction; Q9Y6A5; AlphaScreen His-ARNT PAS-B/GST-TACC3 binding, luminescence; TACC3 fragment carries E629A point mutation; inhibition, % at 9.99 µM; 390,000 tested, 0.66% active;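 active = mean inhibition of replicates at least 50% and at least half of replicates each reaching 50%; inconclusive = half or more replicates reach 50% but mean below 50%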;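 note: 0% = complete ARNT plus TACC3 wells and 100% = ARNT alone without TACC3; many hits fall short of the cut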
DENV2 CPE rescue: DENV2-induced cell death inhibition. CPE inhibition, % at 9.99 µM. AID 651640. DENV2-infected cells, cytopathic effect rescue, plate reader. 350,000 tested, 1.7% active; in the data active = CPE inhibition above about 20%, passing the limit was not always enough; inconclusive = no clear call, values can overlap the other calls; tested in BHK-21 cells;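 note: 0% = median of neutral control wells and 100% = median of positive control wells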
PAX8 inh HTS: lowers PAX8-driven luciferase in RMG-I cells | 360,000 tested, 1.2% active | inhibition, % at 12.6 µM | RMG-I TPO-luciferase reporter, SteadyGlo, 24 h;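 active = mean replicate inhibition at least 60% with every replicate also reaching 60%; inconclusive = only one of the two criteria is met; inactive = mean below 60% and not all replicates reaching 60%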;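 note: luciferase light reporting Pax8 driven TPO promoter activity; plate controls were median of neutral control wells for no effect and mitoxantrone controls for full effect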
EWS-Fli inh: inhibitors of EWS/Fli oncoprotein transcriptional activity; A673 NR0B1-luciferase reporter, viability-normalised; 350,000 tested, 0.67% active; inhibition, % at 12.6 µM;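 active = mean inhibition of at least 50% after viability correction, with every replicate also passing that limit; inconclusive = mean reaches 50% but only one of two replicates passes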;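 note: firefly luciferase signal divided by Alamar Blue viability fluorescence both relative to DMSO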
SIRT5 block: blocks human SIRT5 desuccinylation of peptide; Q9NXA8; Purified SirT5, succinyl-peptide AMC, trypsin-coupled fluorescence; inhibition, % at 15 µM; 330,000 tested, 1.1% active; in the data active = inhibition above about 15%; inconclusive = no clear call, values can overlap the other calls
Target sequence (Q9NXA8 whole entry, looked up): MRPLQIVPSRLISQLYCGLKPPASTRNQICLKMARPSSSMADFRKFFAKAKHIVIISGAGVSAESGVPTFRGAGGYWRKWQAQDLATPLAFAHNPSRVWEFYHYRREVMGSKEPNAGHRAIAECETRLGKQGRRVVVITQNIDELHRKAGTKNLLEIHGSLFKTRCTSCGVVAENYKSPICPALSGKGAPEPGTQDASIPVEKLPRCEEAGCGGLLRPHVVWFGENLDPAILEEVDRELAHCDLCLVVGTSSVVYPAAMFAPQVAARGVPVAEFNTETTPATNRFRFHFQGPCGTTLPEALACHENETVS
LGR2 inh: blocks bursicon-induced cAMP signaling via Drosophila LGR2; inhibition, % at 9.99 µM; 380,000 tested, 0.35% active; HEK293 LGR2, CRE-luciferase, bursicon-stimulated, 4 h;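 active = drop in luminescence signal, shown as inhibition above about 50% in the replicate tests, limit read from the data, passing the limit was not always enough; inconclusive = probably only some replicates passing the limit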;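 note: agonist challenge used bursicon conditioned medium at about half maximal strength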
CASP6 VEID inh: inhibitors of human caspase-6. purified caspase-6, Z-VEID-R110 cleavage fluorescence. inhibition, % at 12.5 µM. P55212. 350,000 tested, 0.53% active;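 active = mean inhibition across replicates at least about 35%, with every replicate also reaching that limit, limit read from the data; inconclusive = only one of the two criteria met; inactive = neither criterion met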;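 note: 0% = median of neutral control wells and 100% = no fluorescence left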
Target sequence (P55212 24-179 limits assumed): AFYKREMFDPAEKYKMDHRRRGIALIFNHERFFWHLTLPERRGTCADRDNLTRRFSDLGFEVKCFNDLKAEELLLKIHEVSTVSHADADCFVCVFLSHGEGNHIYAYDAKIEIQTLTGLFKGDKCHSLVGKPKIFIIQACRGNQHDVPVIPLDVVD
Target sequence (P55212 194-293 limits assumed): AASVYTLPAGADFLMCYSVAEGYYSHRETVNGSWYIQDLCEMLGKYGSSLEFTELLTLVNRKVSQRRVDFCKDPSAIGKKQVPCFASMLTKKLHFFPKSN
* marks the source's active call; other numbers are inactive results; u = inconclusive; x = not tested or not shown.

#	smiles	DENV2 CPE rescue	SIRT5 block	PAX8 inh HTS	EWS-Fli inh
1	CCC(C)N1C(=O)N(C)C2NC(=O)NC21 (stereo not given)	2	25*	-6	13
2	Cc1ccc2c(c1)N(S(=O)(=O)c1cc(-c3onc(C)c3C)ccc1C)CCO2	3	1	12	18
3	N#Cc1ccc(-c2ccc([C@@H]3[C@@H](CO)N4C(=O)CNC[C@H]34)cc2)cc1	18	-4	-11	8
4	Cc1ccccc1OCC(=O)OCC(=O)NCC1CCCCC1	4	4	-7	2
5	CN(C)S(=O)(=O)c1ccc(C(=O)NC2CCCc3ccccc32)cc1 (stereo not given)	-4	-5	-1	4
6	CCCNC(=O)C[C@H]1C[C@@H]2c3cc(NC(=O)c4ccc5c(c4)OCO5)ccc3O[C@@H]2[C@@H](CO)O1	8	x	7	-7
7	O=C(C[C@@H]1C[C@@H]2c3cc(NC(=O)C4CCC4)ccc3O[C@@H]2[C@H](CO)O1)NCC1CC1	3	-5	8	-8
8	CCOc1ccc(N(CC(=O)Nc2ccc(C)cc2)S(=O)(=O)c2c(C)[nH]c(=O)[nH]c2=O)cc1	-6	-1	-4	11
9	CC1CCN(S(=O)(=O)N2CCC(C(=O)NCc3ccc4c(c3)OCO4)CC2)CC1	x	x	9	x
10	CC(c1ccccc1)C(NC(=O)OCC1c2ccccc2-c2ccccc21)C(=O)O (stereo not given)	-7	1	-24	-5

#	CASP6 VEID inh	LGR2 inh	ARNT TACC3 PPI
1	0	11	-2
2	-1	-11	-9
3	0	3	x
4	1	0	x
5	-3	10	-1
6	x	-9	-10
7	1	-2	-8
8	4	0	1
9	x	2	-1
10	-5	-12	-2

Brought forward from above: 7 entries, followed by the next part.
#	smiles	DENV2 CPE rescue	SIRT5 block	PAX8 inh HTS	EWS-Fli inh
4	Cc1ccccc1OCC(=O)OCC(=O)NCC1CCCCC1	4	4	-7	2
5	CN(C)S(=O)(=O)c1ccc(C(=O)NC2CCCc3ccccc32)cc1 (stereo not given)	-4	-5	-1	4
6	CCCNC(=O)C[C@H]1C[C@@H]2c3cc(NC(=O)c4ccc5c(c4)OCO5)ccc3O[C@@H]2[C@@H](CO)O1	8	x	7	-7
7	O=C(C[C@@H]1C[C@@H]2c3cc(NC(=O)C4CCC4)ccc3O[C@@H]2[C@H](CO)O1)NCC1CC1	3	-5	8	-8
8	CCOc1ccc(N(CC(=O)Nc2ccc(C)cc2)S(=O)(=O)c2c(C)[nH]c(=O)[nH]c2=O)cc1	-6	-1	-4	11
9	CC1CCN(S(=O)(=O)N2CCC(C(=O)NCc3ccc4c(c3)OCO4)CC2)CC1	x	x	9	x
10	CC(c1ccccc1)C(NC(=O)OCC1c2ccccc2-c2ccccc21)C(=O)O (stereo not given)	-7	1	-24	-5
11	Cc1cc(F)ccc1S(=O)(=O)N1CCCOC1CNC(=O)C(=O)NCc1cccnc1 (stereo not given)	6	3	x	x
12	Cc1ccc(-n2nnnc2SCC(=O)c2cc(C)n(-c3cc(C)on3)c2C)c(C)c1	-3	2	x	3
13	CC(=O)c1cccc(NC(=O)NNC(=O)c2ccc3ccccc3c2)c1	3	-2	0	x
14	Cc1ccc(/C(O)=C2\C(=O)C(=O)N(C)C2c2ccccc2[N+](=O)[O-])cc1 (stereo not given)	-4	-2	23	9
15	CC(Oc1ccc2ccc(=O)oc2c1)C(=O)c1ccccc1 (stereo not given)	-5	0	43	1
16	CN(CC(=O)Nc1ccccc1C(F)(F)F)C(=O)CSc1nnc(N)s1	10	x	15	-2
17	COC(=O)C1CCN(S(=O)(=O)c2c[nH]c(=O)[nH]c2=O)CC1	3	x	-9	-21
18	O=C(Nc1ccccc1F)N1CC(=O)N2[C@H](C1)[C@@H](c1ccc(C#CC3CC3)cc1)[C@@H]2CO	u	1	-15	u
19	CCNC(=O)[C@H]1[C@H](CO)[C@H]2Cn3c(cccc3=O)[C@H]2N1Cc1cccc(F)c1	5	-2	2	-4
20	CSc1ccccc1NC(=O)CN1CCCCC1	18	-4	1	-5

#	CASP6 VEID inh	LGR2 inh	ARNT TACC3 PPI
4	1	0	x
5	-3	10	-1
6	x	-9	-10
7	1	-2	-8
8	4	0	1
9	x	2	-1
10	-5	-12	-2
11	2	-1	1
12	-1	20	-15
13	5	1	-5
14	-1	-4	2
15	2	-5	-3
16	-1	16	15
17	1	14	x
18	-3	0	x
19	2	2	-2
20	-9	x	-2

(next part)
#	smiles	DENV2 CPE rescue	SIRT5 block	PAX8 inh HTS	EWS-Fli inh
21	CCOC(=O)c1c(S(=O)(=O)Nc2ccc(F)cc2C)c(C)n(C)c1C	8	-1	17	-17
22	O=C(Cc1c(F)cccc1Cl)Nc1ccccc1N1CCCCC1	-5	-3	5	0
23	Cc1ccc(NC(=O)COC(=O)CCc2c(C)nc3ncnn3c2C)cc1C	-8	0	16	2
24	COc1ccccc1N1CCN(C(=O)C(C)NC(=O)c2ccco2)CC1 (stereo not given)	0	-8	-6	1
25	COc1ccc(NC(=O)CSCC(=O)Nc2sccc2C#N)cc1	6	-7	14	1
26	COc1ccc2c(-c3ccccc3)cc(SCC(=O)N(C)C)nc2c1	2	x	19	16
27	COc1ccc(CN(C)C[C@H]2Oc3ccc(NC(=O)Cn4cnnn4)cc3CC(=O)N([C@H](C)CO)C[C@@H]2C)cc1	10	2	4	-4
28	COc1c2ccccc2nn1C(C)C	u	-1	-8	-5
29	CSc1ncccc1C(=O)OCc1ccc([N+](=O)[O-])cc1	-3	2	-31	-5
30	CCCN1C[C@@H](C)[C@H](OC)CN(C)C(=O)c2cc(NS(C)(=O)=O)ccc2OC[C@@H]1C	x	x	-9	0

#	CASP6 VEID inh	LGR2 inh	ARNT TACC3 PPI
21	3	2	3
22	1	12	-10
23	-4	6	-6
24	0	4	-5
25	6	9	x
26	0	5	-4
27	-2	-5	25
28	0	-14	x
29	-2	-24	-11
30	x	-2	-8

(more compounds)
#	smiles	DENV2 CPE rescue	SIRT5 block	PAX8 inh HTS	EWS-Fli inh
31	CCCNC(=O)c1cc(-c2ccccc2)c(N2CCCCC2)s1	-5	2	9	14
32	CCCCCc1ccc(OCCCC[n+]2ccc(C)cc2)c(CCCCC)c1	8	2	74*	33
33	O=C(CCN1CCCCC1)N[C@@H]1CC[C@H](CCn2cc(-c3ccccc3)nn2)O[C@H]1CO	1	1	-4	3
34	CC(C)CC1C(=O)N(Cc2cn(CC3CCCCC3)nn2)CCS(=O)(=O)N1Cc1ccc(-c2ccc(Cl)cc2)cc1 (stereo not given)	19	-2	-1	12
35	NC(N)=Nc1cc2ccccc2c2ccccc12	3	2	-9	1
36	COc1ccc(S(=O)(=O)N(C)C[C@H]2Oc3c(NC(=O)Nc4cccc5ccccc45)cccc3C(=O)N([C@@H](C)CO)C[C@H]2C)cc1	2	3	x	17
37	O=C1CCCC2=C1C(c1ccccc1)NC(=S)N2 (stereo not given)	-3	-2	-4	1
38	Cc1ccc(/C=C/c2nc3sc(C(=O)O)c(C)c3c(=O)[nH]2)cc1[N+](=O)[O-]	-1	-9	-2	-10
39	CC(=O)c1ccc(S(=O)(=O)NCC(=O)Nc2nc3ccccc3[nH]2)cc1	-5	-5	10	4
40	O=C(NC(=S)Nc1ncccn1)c1ccccc1Cl	-3	3	70*	-28

#	CASP6 VEID inh	LGR2 inh	ARNT TACC3 PPI
31	x	-1	-3
32	-30	54*	6
33	-8	12	3
34	0	-17	x
35	x	41	x
36	-3	1	-3
37	1	-20	-4
38	18	5	x
39	3	-1	-3
40	3	-35	4

Next results follow:
#	smiles	DENV2 CPE rescue	SIRT5 block	PAX8 inh HTS	EWS-Fli inh
41	Cc1noc(C)c1S(=O)(=O)Nc1ccc2c(c1)C(=O)N([C@H](C)CO)C[C@@H](C)[C@@H](CN(C)S(=O)(=O)c1cccs1)OCCCC[C@H](C)O2	-3	x	-7	-2
42	CC(CCc1ccccc1)NC(=O)CC(C)c1ccccc1 (stereo not given)	1	-3	6	2
43	CC(=O)N/C(=C\c1ccccc1)C(=O)OCC(=O)Nc1ccc(C)c(S(=O)(=O)N(C)C)c1	-8	1	4	18
44	C[C@H](CO)N1C[C@H](C)[C@@H](CN(C)Cc2ccccc2)OCc2ccccc2-c2ccccc2C1=O	-2	4	x	22
45	CN(CC(=O)Nc1ccc(Cl)c(C(F)(F)F)c1)C(=O)C1(c2ccccc2)CC1	u	1	15	-3
46	O=C(NC[C@@H]1CC[C@@H]2[C@@H](CN2Cc2cccc(Cl)c2)O1)C1CC1	6	0	x	-9
47	COc1ccc(C[C@@H]2CCn3cc(nn3)COC[C@@H](c3ccccc3)NC2=O)cc1	16	0	-12	6
48	COc1ccc(-c2cc(CCCC(=O)NCc3ccccn3)no2)cc1	u	-11	1	22
49	Oc1ccc(Cc2ccccc2)c2cccnc12	-9	x	87*	29
50	CC(=O)N1[C@@H]2Cn3c(cccc3=O)[C@H]1[C@@H](C(=O)NCc1ccc(F)cc1)[C@@H]2CO	-1	0	0	-1

#	CASP6 VEID inh	LGR2 inh	ARNT TACC3 PPI
41	x	12	1
42	0	-1	-4
43	0	-16	3
44	-1	-17	3
45	1	10	4
46	0	x	x
47	-3	-10	x
48	2	-3	-2
49	-3	26	x
50	0	3	1

Results in sequence from above.
PAX8 inh HTS for nos. 41 to 48: -7, 6, 4, x, 15, x, -12, 1
ARNT TACC3 PPI for nos. 41 to 48: 1, -4, 3, 3, 4, x, x, -2

Sorted by molar mass (largest number first): some entries from above.
#	smiles	DENV2 CPE rescue	SIRT5 block	PAX8 inh HTS	EWS-Fli inh
41	Cc1noc(C)c1S(=O)(=O)Nc1ccc2c(c1)C(=O)N([C@H](C)CO)C[C@@H](C)[C@@H](CN(C)S(=O)(=O)c1cccs1)OCCCC[C@H](C)O2	-3	x	-7	-2
45	CN(CC(=O)Nc1ccc(Cl)c(C(F)(F)F)c1)C(=O)C1(c2ccccc2)CC1	u	1	15	-3
42	CC(CCc1ccccc1)NC(=O)CC(C)c1ccccc1 (stereo not given)	1	-3	6	2

#	CASP6 VEID inh	LGR2 inh	ARNT TACC3 PPI
41	x	12	1
45	1	10	4
42	0	-1	-4

(cont.)
#	smiles	DENV2 CPE rescue	SIRT5 block	PAX8 inh HTS	EWS-Fli inh
51	CS(=O)(=O)N(CC(=O)N1CCCC1)Cc1ccc(Cl)c(Cl)c1	-5	-2	0	-16
52	CCNC(=O)C1(C)CCN(C(=O)c2cccc(C(F)(F)F)c2)C1 (stereo not given)	-1	1	-23	-5
53	C[C@@H]1CCCCO[C@H](CN(C)Cc2ccc(C(=O)Nc3ccccc3N)cc2)[C@@H](C)CN([C@H](C)CO)C(=O)c2cc(NS(=O)(=O)c3cn(C)cn3)ccc2O1	x	1	-28	2
54	OCc1cn(-c2ccccc2)nc1-c1cc2ccccc2o1	-3	-15	-199	-155
55	CCc1c(-c2ccc(Br)cc2)ncn1CCc1ccccc1OC	-1	x	-9	8
56	Cc1c(NC(=O)c2cccc(NC(=O)Cc3c(F)cccc3Cl)c2)c(=O)n(-c2ccccc2)n1C	4	-5	14	-2

#	CASP6 VEID inh	LGR2 inh	ARNT TACC3 PPI
51	0	0	0
52	1	32	x
53	6	7	-8
54	0	-93	-6
55	-1	14	x
56	0	3	-2

High-throughput results (PubChem BioAssay)
